# Screening data: PubChem, several laboratories
# pCIP destab: p/CIP protein destabilization | Q05BA5 | F442A p/CIP-EGFP cells, EGFP fluorescence, 16 h | decrease of EGFP signal, % at 10 µM | AID 1984 | 290,000 compounds, 0.01% hits;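 active = EGFP signal decrease of at least 30% at 10 µM or well 3 SD below plate mean, unless failing retest; inactive = the rest, including hits failing retest or dose response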; also: some compounds called inactive have numbers as strong as hits; many of its hits are not listed in these tables
# NALP1 inh: NALP1 inhibition; S. cerevisiae NALP1/ASC/caspase-1 growth, X-gal OD620, 72 h; inhibition, % at 10 µM; 280,000 compounds, 0.61% hits; AID 2071; in the data active = inhibition mostly above about 24%, no sharp cut-off; inactive = mostly below about 32%; also: some compounds called inactive have numbers as strong as hits
# UBC9 SUMO inh: inhibitors of human SUMOylation (UBC9) | P63279 | HTRF SUMOylation assay, SAE1/SAE2 + UBC9, in vitro | inhibition, % at 35 µM | 290,000 compounds, 0.36% hits | AID 2006; in the data active = inhibition above about 50%, passing the limit was not always enough; also: strong numbers were not always called active
# MEKK2 WT-MEK5: raises or lowers MEK5 binding to wildtype human MEKK2 PB1 domain. Q9Y2U5. bead flow cytometry, Alexa488-MEK5 binding to MEKK2 WT; actives lie on both sides. binding response (% of control), % at 10 µM. 290,000 compounds, 1.1% hits. AID 1531; in the data active = binding response below about 67% or above about 130%
# M18AAP inhibitor: blocks P. falciparum M18 aspartyl aminopeptidase; recombinant PfM18AAP, H-Glu-NHMec fluorogenic cleavage; inhibition, % at 7.35 µM; 290,000 compounds, 1.2% hits;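 active = inhibition above the campaign mean inhibition over all tested compounds plus 3 SD, cut at about 28% in these data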;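 also: 0% = plate median of test compound wells and 100% = 2 mM ZnCl2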
# MEKK2 mut-MEK5: signal of MEK5 binding to mutant human MEKK2 PB1 domain; bead flow cytometry, Alexa488-MEK5 binding to MEKK2 mutant; percent response, % at 10 µM; 290,000 compounds, 0.35% hits; in the data active = percent response above about 24%, passing the limit was not always enough; also: inactives centre near 1; some results filed as inactive read as strong as hits; reference of the scale not given here
# MEKK3 PB1 HTS: MEKK3-MEK5 PB1 interaction, increase or decrease. Q99759. bead-based flow cytometry, Alexa488-MEK5 binding to MEKK3; actives lie on both sides; 0 = blocked by unlabeled MEK5, 100 = vehicle. 290,000 compounds, 1.4% hits. AID 1529. binding response (% of control), % at 10 µM;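 active = binding response more than 3 SD above or below the average of its plate-row segment, actives on both sides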;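 also: Alexa488 bead fluorescence after subtracting the streptavidin-only scavenger bead signal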
# IDE inh: inhibits human insulin-degrading enzyme in HEK cells; P14735; FAbetaB cleavage, fluorescence polarization; inhibition, % at 5.59 µM; 320,000 compounds, 0.41% hits; AID 434962;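 active = percent inhibition above the average of all tested compounds plus 3 SD, set per screening campaign, cut at about 16% in these data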;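 also: IDE supplied by intact live HEK cells; FP after avidin binding of uncleaved biotin substrate so inhibition keeps polarization high; 0% = DMSO wells and 100% = 60 µM reference IDE inhibitor Ii1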
# Target sequence (P14735 whole entry, looked up): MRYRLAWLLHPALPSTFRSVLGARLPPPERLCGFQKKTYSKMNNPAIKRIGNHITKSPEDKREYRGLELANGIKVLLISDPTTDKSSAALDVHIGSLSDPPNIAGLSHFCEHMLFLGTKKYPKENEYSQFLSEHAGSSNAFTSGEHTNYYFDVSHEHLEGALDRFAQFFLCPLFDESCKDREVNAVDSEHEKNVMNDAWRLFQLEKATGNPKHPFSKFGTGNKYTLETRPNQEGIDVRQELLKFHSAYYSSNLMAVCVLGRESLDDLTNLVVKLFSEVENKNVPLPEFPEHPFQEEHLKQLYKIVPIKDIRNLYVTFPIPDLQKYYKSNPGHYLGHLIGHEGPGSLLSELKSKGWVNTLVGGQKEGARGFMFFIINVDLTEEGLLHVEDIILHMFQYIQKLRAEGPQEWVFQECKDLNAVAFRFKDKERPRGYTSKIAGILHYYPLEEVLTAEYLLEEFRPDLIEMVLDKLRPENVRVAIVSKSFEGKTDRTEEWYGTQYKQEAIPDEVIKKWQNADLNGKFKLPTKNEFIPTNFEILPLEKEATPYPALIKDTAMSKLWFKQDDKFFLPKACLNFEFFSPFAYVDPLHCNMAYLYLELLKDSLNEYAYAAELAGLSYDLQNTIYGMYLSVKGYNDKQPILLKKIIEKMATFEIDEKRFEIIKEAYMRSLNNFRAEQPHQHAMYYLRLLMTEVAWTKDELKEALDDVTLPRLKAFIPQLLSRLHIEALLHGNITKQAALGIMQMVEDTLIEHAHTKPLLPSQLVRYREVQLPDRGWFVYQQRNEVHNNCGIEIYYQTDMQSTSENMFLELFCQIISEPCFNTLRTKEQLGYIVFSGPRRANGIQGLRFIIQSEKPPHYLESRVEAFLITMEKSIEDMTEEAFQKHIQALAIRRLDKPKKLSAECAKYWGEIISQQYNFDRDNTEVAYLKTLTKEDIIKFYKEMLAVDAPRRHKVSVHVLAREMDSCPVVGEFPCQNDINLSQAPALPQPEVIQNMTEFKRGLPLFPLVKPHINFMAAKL
# IDE cell activ: IDE (human) activation, cell-based. P14735. HEK cells, FAbeta-B cleavage, fluorescence polarization; 0% vehicle, 100% cell-free pure enzyme wells. activation, % at 5.96 µM. 340,000 compounds, 0.073% hits;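 active = activation above the mean of all tested compounds plus 3 SD, set per screening campaign, cut at about 17% in these data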
# An asterisk follows results filed as active; / = no result given; [ ] = remark or other dose.
SMILES,pCIP destab,NALP1 inh,UBC9 SUMO inh,MEKK2 WT-MEK5,M18AAP inhibitor,MEKK2 mut-MEK5,MEKK3 PB1 HTS,IDE inh,IDE cell activ
CCc1ccc(OCC(=O)N/N=C/c2cc([N+](=O)[O-])ccc2N2CCOCC2)cc1,-1,33,0,96,4,2,100,1,-1
O=C(COC(=O)/C=C/c1cccc(F)c1)Nc1ccc(Cl)cn1,5,22,10,106,-4,-6,115,-3,6
CCN(CC)S(=O)(=O)c1ccc(NC(=O)COC(=O)CN2C(=O)c3ccccc3C2=O)cc1,-8,2,15,103,6,2,104,14,6
CCc1ccc(OCC(=O)NNC(=O)c2ccc(NC(=O)C3CC3)cc2)cc1,0,10,10,103,1,4,101,4,1
Cc1ccc2nc(SCC(=O)Nc3nonc3C)[nH]c2c1,-4,-3,14,94,1,-2,98,10,-2
COC(=O)c1ccc(COc2cccc3c2OC(C)(C)C3)cc1,-12,10,8,98,-13,-3,98,0,1
CCOc1ccc(C2C(C(=O)c3ccco3)=C(O)C(=O)N2CCN2CCOCC2)cc1OCC (stereo not given),-23,-7,7,97,20,3,100,4,8
O=[N+]([O-])c1cccnc1NCCNc1ncc(C(F)(F)F)cc1Cl,-12,-3,-3,91,1,-14,90,7,1
COc1cccc(Nc2cc(C)c3ccccc3n2)c1,4,25,8,110,-2,11,106,5,-2
COc1cc2c(cc1NC(=O)c1ccc3c(c1)OCO3)oc1ccccc12,-6,14,12,-5.0*[inhibitor],1,-34,99,-2,5
COc1ccccc1NC(=O)CSc1nnnn1C,2,1,2,102,5,6,103,-8,2
CCCS(=O)(=O)N1CCCC(C(=O)N2CCN(c3ccccc3)CC2)C1 (stereo not given),-14,0,25,98,-1,-5,86,0,1
OC1(c2cccc(C(F)(F)F)c2)CCN(Cc2nc(-c3cnccn3)no2)CC1,4,0,7,84,-5,-12,99,-1,7
Cc1c(C(=O)NC2CCCCC2C)oc2ccccc12 (stereo not given),-8,1,0,99,1,0,100,1,2
COc1ccc(-c2nc(C#N)c(NCCCn3ccnc3)o2)cc1OC,4,-19,18,98,-1,3,102,-5,3
COc1ccc(NC(=O)CN(C)C(C)C(=O)N2CCCCC2)cc1 (stereo not given),-3,3,4,97,9,-4,99,4,3
O=C(NCc1ccccc1OC(F)(F)F)C1CCC(=O)N(Cc2ccccn2)C1 (stereo not given),-3,13,1,99,0,2,99,-1,3
O=C(CCc1nc(-c2ccccc2F)no1)NCCc1ccccc1Cl,-8,-23,-4,110,2,11,102,-2,1
COc1ccccc1NC1=C(NC(C)=O)C(=O)c2ccccc2C1=O,-11,-2,-1,102,-5,-2,102,/,-8
COc1cccc(NC(=O)C(=O)NCCCn2ccnc2)c1,-13,4,7,98,6,-1,97,1,5
CC(=O)c1cc(C(C)=O)c(C)nc1C,-4,7,14,100,0,-3,98,3,0
CCOC(=O)Cc1cc(=O)n2[nH]c(C)cc2n1,-15,22,7,107,5,1,107,-1,0
C/C(=N\Nc1ccccn1)c1ccc(S(=O)(=O)NCc2ccco2)cc1,6,15,6,99,-3,-2,97,5,5
Cc1ccc(-c2nc(C3CCCN(S(=O)(=O)c4ccc(C(C)(C)C)cc4)C3)no2)cc1 (stereo not given),-4,19,-5,109,4,6,108,3,8
CCn1nc(C)c(NS(=O)(=O)c2ccccc2)c1C,1,8,5,89,-14,-11,86,-1,7

# More structures:
SMILES,pCIP destab,NALP1 inh,UBC9 SUMO inh,MEKK2 WT-MEK5,M18AAP inhibitor,MEKK2 mut-MEK5,MEKK3 PB1 HTS,IDE inh,IDE cell activ
CC1CCN(Cc2c(C(=O)N/N=C/c3ccc(C(C)C)cc3)nnn2-c2nonc2N)CC1,0,-2,-7,84,-10,-10,98,0,2
O=C(NC1CCCCC1)C(c1ccccc1)N(C(=O)c1cccs1)c1ccc2c(c1)OCO2 (stereo not given),-21,1,24,79,6,-14,82,-5,-1
COc1ccc(CNc2cc([N+](=O)[O-])ccc2OC)cc1,0,11,0,103,-9,2,106,-4,0
COCOc1ccc(-c2cc(=O)c3c(O)cc(OCOC)cc3o2)cc1,/,/,/,95,/,0,96,7,2
O=C(NCCc1c[nH]c2ccccc12)C(=O)NCC1OCCN1S(=O)(=O)c1cc(F)ccc1F (stereo not given),-17,/,16,107,-5,14,113,-2,3
N=C1CCCN1c1ccccc1O,-3,15,23,94,-12,7,101,6,1
CCOC(=O)N1CCN(c2c(N3CCN(c4cccc(C)c4C)CC3)c(=O)c2=O)CC1,-8,-5,13,104,6,11,107,/,-8
CCCOc1ccc(CSc2nnc(CCC)n2N)cc1,4,0,12,99,-2,0,101,-4,-2
O=C(Nc1ccccc1C(=O)NC1CCCCC1)c1ccco1,-7,4,10,113,1,5,106,4,2
CCOC(=O)N1CCN(S(=O)(=O)c2ccc3c4c(cccc24)C(=O)N3)CC1,4,17,29,107,1,6,106,-1,6
CCN(C(=O)c1cc2cc(OC)ccc2oc1=O)c1cccc(C)c1,3,2,14,107,-1,8,108,3,2
Cn1c(=O)[nH]c(=O)c2c1nc(N1CCCCCC1)n2CCN1CCCCCC1,-2,20,2,103,0,3,99,0,5
CC(C)c1ccc(N(CC(=O)NCC2CCCO2)C(=O)Cn2nnc(-c3cccs3)n2)cc1 (stereo not given),0,-7,11,104,-5,4,106,12,-5
Cn1c(-c2ccc(F)cc2)cnc1NCc1cccc([N+](=O)[O-])c1,-12,16,-4,109,4,4,103,6,4
CCN(CC)c1ccc(NC(=O)c2ccco2)c(C)c1,-2,-2,2,103,8,13,102,2,9
N=C1/C(=C/c2cccn2CCOc2ccccc2)C(=O)N=C2SC=C(c3ccccc3)N12,-23,23,7,112,-8,2,108,8,-4
Cc1cccc(Cc2cnc(NC(=O)c3ccc(C)o3)s2)c1,2,3,-5,114,-11,4,111,5,-2
O=C(CCCn1cnc([N+](=O)[O-])n1)Nc1cccc2ccccc12,1,-18,-1,92,-1,-2,81,-3,5
O=C1NC2(CCCCCC2)C(=O)N1Cc1c(F)cccc1Cl,-17,3,13,101,-2,5,101,0,0
CCNS(=O)(=O)c1ccc(CCC(=O)O)cc1,-7,4,8,104,2,4,103,2,2
COc1ccc(NC(=O)C(=O)N/N=C(\C)CC(=O)Nc2cc(C)ccn2)c(OC)c1,-6,-11,1,98,4,-3,96,6,-3
O=C(NCc1ccco1)c1cc2cc3ccc(Cl)cc3nc2o1,-2,25,23,102,11,5,102,0,-3
Cc1cc(=O)oc2cc(OCCSCCN3CCOCC3)ccc12,-8,14,19,114,-6,13,111,4,-5
COc1ccc(-n2c(-c3ccco3)nc3c(cnn3-c3ccc(C)cc3)c2=O)cc1,-7,/,-10,85,0,-6,94,2,6
O=C(Nc1sc2c(c1CN1CCOCC1)CCC2)c1ccc(F)cc1,-4,16,11,91,0,-2,90,9,-1

# Later entries
SMILES,pCIP destab,NALP1 inh,UBC9 SUMO inh,MEKK2 WT-MEK5,M18AAP inhibitor,MEKK2 mut-MEK5,MEKK3 PB1 HTS,IDE inh,IDE cell activ
CCC(C)N=Cc1c(Nc2ccccc2)nc2c(C)cccn2c1=O (stereo not given),-5,/,-15,101,-4,2,101,7,-5
CCC1CCCCN1CCCNC(=O)c1ccc2c(c1)c(C)c(C)n2CC (stereo not given),2,17,12,50*,5,20,101,1,1
Cn1cccc1Cc1nnc(SCC(=O)NCC2CCCO2)n1C (stereo not given),3,-3,21,73,8,-20,70,2,4
CCOc1ccccc1N1CCN(C(=S)NC(=O)C23CC4CC(CC(C4)C2)C3)CC1,8,29,-6,102,-1,11,105,1,0
Cc1ccc(NC(=O)CSC2=C(C#N)C(c3ccc4c(c3)OCO4)CC(=O)N2)cc1C (stereo not given),20,10,13,85,-2,-6,81*[inhibitor],1,-8
Nc1nn(-c2ccccc2)c(N)c1N=Nc1cccc(F)c1,0,-14,-5,97,4,-2,96,1,/
Cc1cc(OCc2nc(-c3cccs3)no2)cc(C)c1Cl,-6,-5,18,107,-10,9,106,0,6
Cc1cc(C#N)c(SCC(N)=O)nc1-c1ccc(F)cc1,-7,14,6,85,8,-11,101,-5,5
CCS(=O)(=O)NCC(c1ccco1)N1CCN(c2ccccc2)CC1 (stereo not given),-1,30,16,106,4,9,101,0,-7
COCc1cc(C)[nH]c(=O)c1C(=O)NC12CC3CC(CC(C3)C1)C2,5,12,7,98,-2,3,104,-6,-1
CCCNC(=O)c1c(Cl)cnn1-c1ccc(C)cc1,10,-4,-4,100,-7,6,100,1,/
CCN(CC)CCNc1nc(-c2ccco2)c2c(c1C#N)CC(C)(C)OC2,-3,/,15,105,5,0,101,5,1

# Grouped by structure, the entries above containing a furan ring, fused or not (11)
SMILES,pCIP destab,NALP1 inh,UBC9 SUMO inh,MEKK2 WT-MEK5,M18AAP inhibitor,MEKK2 mut-MEK5,MEKK3 PB1 HTS,IDE inh,IDE cell activ
CCOc1ccc(C2C(C(=O)c3ccco3)=C(O)C(=O)N2CCN2CCOCC2)cc1OCC (stereo not given),-23,-7,7,97,20,3,100,4,8
COc1cc2c(cc1NC(=O)c1ccc3c(c1)OCO3)oc1ccccc12,-6,14,12,-5.0*[inhibitor],1,-34,99,-2,5
Cc1c(C(=O)NC2CCCCC2C)oc2ccccc12 (stereo not given),-8,1,0,99,1,0,100,1,2
C/C(=N\Nc1ccccn1)c1ccc(S(=O)(=O)NCc2ccco2)cc1,6,15,6,99,-3,-2,97,5,5
O=C(Nc1ccccc1C(=O)NC1CCCCC1)c1ccco1,-7,4,10,113,1,5,106,4,2
CCN(CC)c1ccc(NC(=O)c2ccco2)c(C)c1,-2,-2,2,103,8,13,102,2,9
Cc1cccc(Cc2cnc(NC(=O)c3ccc(C)o3)s2)c1,2,3,-5,114,-11,4,111,5,-2
O=C(NCc1ccco1)c1cc2cc3ccc(Cl)cc3nc2o1,-2,25,23,102,11,5,102,0,-3
COc1ccc(-n2c(-c3ccco3)nc3c(cnn3-c3ccc(C)cc3)c2=O)cc1,-7,/,-10,85,0,-6,94,2,6
CCS(=O)(=O)NCC(c1ccco1)N1CCN(c2ccccc2)CC1 (stereo not given),-1,30,16,106,4,9,101,0,-7
CCN(CC)CCNc1nc(-c2ccco2)c2c(c1C#N)CC(C)(C)OC2,-3,/,15,105,5,0,101,5,1

# This is a subset; rates above refer to the full screens.
